dFosB activator: activators of delta FosB homodimer, primary screen, biochemical, fluorescence polarization, TAMRA-CDK5 oligo, single point. activation, % at 25 µM. purified delta FosB; percent of positive-control signal above neutral wells. Protein FosB (Mus musculus), P13346. 340,000 compounds, 0.99% hits. AID 493131, 2011;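 active = mean activation above about 17%, with every replicate also reaching it, limit read from the data, passing the limit was not always enough; inconclusive = only one of the two conditions met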;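 note: fluorescence polarization rise as delta FosB binds a TAMRA Cdk5 AP-1 oligo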
Target sequence (P13346 whole entry, looked up): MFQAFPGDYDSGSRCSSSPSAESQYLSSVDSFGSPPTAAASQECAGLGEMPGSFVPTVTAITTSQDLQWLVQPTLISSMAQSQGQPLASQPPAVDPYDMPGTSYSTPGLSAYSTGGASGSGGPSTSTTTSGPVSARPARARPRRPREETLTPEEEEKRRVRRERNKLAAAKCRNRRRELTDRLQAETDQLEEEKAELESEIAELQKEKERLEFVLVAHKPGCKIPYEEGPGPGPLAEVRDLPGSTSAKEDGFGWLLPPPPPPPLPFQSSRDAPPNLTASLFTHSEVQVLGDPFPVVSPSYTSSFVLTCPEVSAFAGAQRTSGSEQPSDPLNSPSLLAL
HTR5A inv ctr: HTR5A inverse agonists in luminescence cell assay, primary screen, counter-screen for OPRM1-OPRD1 heterodimer inverse agonist project, full-deck HTS; 5-hydroxytryptamine receptor 5A (Homo sapiens), P47898; HTR5A cell line, inverse agonism; inhibition, % at 9.3 µM; 340,000 compounds, 0.083% hits; in the data active = inhibition mostly above about 23%, no sharp cut-off; inactive = mostly below about 18%;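 note: 0% = cells with DMSO and 100% = no-cell wells with DMSO; some compounds called inactive have numbers as strong as hits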
Wnt act: Wnt/beta-catenin pathway activators, primary screen, cell-based, plate reader, single point. Wnt/beta-catenin reporter cell assay, activator. activation, % at 9.35 µM. 300,000 compounds, 1.2% hits; in the data active = activation above about 30%, passing the limit was not always enough; inconclusive = no clear call, values can overlap the other calls;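 note: 0% = neutral control wells and 100% = positive control wells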
CDK5 p35 inh: inhibitors of human CDK5/p35 kinase, primary screen, biochemical, single concentration; 330,000 compounds, 0.01% hits; Recombinant CDK5/p35, ADP-Glo luminescence, 60 min; inhibition, % at 10 µM; Cyclin-dependent kinase 5 (Homo sapiens) + Cyclin-dependent kinase 5 activator 1 (Homo …; AID 488839, 2010;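 active = highest replicate inhibition of at least 50% and at least 75% of replicates reaching 50%; inconclusive = only one of the two criteria met; inactive = both criteria failed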;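 note: plate controls were DMSO neutral control for no effect and GW8510 at 10 µM for full effect; many of its hits are not listed in these tables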
Target sequence (Q00535 whole entry, looked up): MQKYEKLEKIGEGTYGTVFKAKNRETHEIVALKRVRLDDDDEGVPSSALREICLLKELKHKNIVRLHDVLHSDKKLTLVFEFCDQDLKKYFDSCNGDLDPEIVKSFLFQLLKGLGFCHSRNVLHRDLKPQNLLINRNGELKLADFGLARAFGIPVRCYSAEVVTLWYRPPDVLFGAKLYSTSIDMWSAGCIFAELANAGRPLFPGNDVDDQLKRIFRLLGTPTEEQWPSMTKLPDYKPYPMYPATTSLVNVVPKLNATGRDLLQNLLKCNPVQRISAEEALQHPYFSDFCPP
Target sequence (Q15078 whole entry, looked up): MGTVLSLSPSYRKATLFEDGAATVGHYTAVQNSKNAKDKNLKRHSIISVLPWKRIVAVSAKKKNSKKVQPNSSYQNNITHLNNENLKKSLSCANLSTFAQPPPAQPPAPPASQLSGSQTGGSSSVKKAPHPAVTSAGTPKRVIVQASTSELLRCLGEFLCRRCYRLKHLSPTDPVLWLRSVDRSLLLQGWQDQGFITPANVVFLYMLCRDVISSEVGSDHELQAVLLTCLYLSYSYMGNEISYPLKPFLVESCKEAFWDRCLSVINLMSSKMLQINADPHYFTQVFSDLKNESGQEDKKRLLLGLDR
V-ATPase pHluor: regulators of yeast V-ATPase proton pumping, primary screen, pHLuorin cytosolic pH fluorescence | AID 504577, 2011 | S. cerevisiae | response, % at 10 µM | 350,000 compounds, 0.37% hits; in the data active = response mostly above about 7.3%, no sharp cut-off; inactive = mostly below about 5.4%; note: actives read high; inactives centre near 0; some compounds called inactive have numbers as strong as hits; reference of the scale not given here
PvdQ inh: P. aeruginosa PvdQ acylase inhibitors, primary screen, biochemical, fluorescence, plate reader and imaging, single point | PvdQ acylase [Pseudomonas aeruginosa LESB58] | purified PvdQ acylase | inhibition, % at 10 µM | 340,000 compounds, 0.063% hits; in the data active = inhibition above about 30%, passing the limit was not always enough; inconclusive = no clear call, values can overlap the other calls;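 note: 0% = vehicle neutral wells and 100% = reference inhibitor wells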
MITF act: activators of MITF-driven TRPM1 promoter reporter, primary screen, cell-based, SK-MEL-5, luciferase, single point; SK-MEL-5 TRPM1-promoter luciferase, 24 h; % of positive control, neutral wells = 0; activation, % at 12.5 µM; 300,000 compounds, 0.75% hits;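 active = mean activation of at least 80% with every replicate also reaching 80%; inconclusive = mean reaches 80% but some replicate falls short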;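 note: 0% = neutral control wells and 100% = parthenolide positive control wells; values of inactives mirror those of a sister screen read the other way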
NSD2 inh: NSD2 histone methyltransferase inhibitors, primary screen, biochemical, AlphaScreen, single concentration, set 2 | Histone-lysine N-methyltransferase NSD2 (Homo sapiens), O96028 | inhibition, % at 12.5 µM | 310,000 compounds, 0.54% hits | NSD2 peptide methylation, 120 min; in the data active = inhibition above about 50%
HTR5A ag ctr: HTR5A agonists in luminescence cell assay, primary screen, counter-screen for OPRM1-OPRD1 heterodimer agonist project, full-deck HTS | 5-hydroxytryptamine receptor 5A (Homo sapiens), P47898 | cell-based | 340,000 compounds, 0.61% hits | activation, % at 9.3 µM; in the data active = activation mostly above about 9.5%, no sharp cut-off; inactive = mostly below about 7.6%;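 note: 0% = cells with vehicle only and 100% = reference agonist; strong numbers were not always called active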
SR-BI HDL uptake: inhibitors of SR-BI mediated HDL lipid uptake, primary screen, ldlA[mSR-BI] cells, fluorescence, single point; AID 488896, 2010; Scavenger receptor class B member 1 (Mus musculus), Q61009; ldlA[mSR-BI] CHO cells, DiI-HDL uptake fluorescence, 3 h; 320,000 compounds, 0.96% hits; inhibition, % at 12.5 µM;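 active = mean replicate inhibition of at least 70% and a set share of replicates each scoring 70 or more; inconclusive = meets just one of the two criteria; inactive = fails both criteria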;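 note: 0% = median of neutral control wells and 100% = median of positive control wells; values of inactives mirror those of a sister screen read the other way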
An asterisk follows results filed as active; ? = inconclusive; . = no result given.

Screens in order: HTR5A ag ctr | HTR5A inv ctr | PvdQ inh | MITF act | V-ATPase pHluor | CDK5 p35 inh | SR-BI HDL uptake | dFosB activator | Wnt act | NSD2 inh
1	CN1OC[C@@H]2CN(Cc3cc(Cl)cc(Cl)c3)[C@H](c3cccc(Br)c3)C[C@@H]21
    0.9 | -3.3 | -12.8 | -3.1 | -1.8 | -0.5 | 3.5 | 0.2 | -1.5 | .
2	O=C(c1ccccc1Cc1ccccc1)N1CCN(S(=O)(=O)c2ccccc2F)CC1
    -1.3 | -7.1 | -2.1 | 15.2 | -2.9 | 1.0 | -14.4 | -8.0 | -2.7 | -0.1
3	O=[N+]([O-])c1ccc2c(c1)C(=Nc1ccccc1)c1ccccc1-2
    -1.1 | 4.3 | 9.9 | 6.4 | -5.5 | -0.9 | 2.2 | -3.1 | 0.5 | 1.4
4	COc1ccccc1OCc1ccc(C(=O)NCCN(C)C)o1
    0.4 | -1.4 | -17.6 | 8.3 | -0.5 | 0.3 | 9.8 | 7.6 | -1.7 | 5.9
5	CCc1cccc(N(C(=O)c2csnn2)C(C(=O)NC2CCCC2)c2cccnc2)c1 (centres undefined)
    0.4 | -8.4 | -6.6 | -2.6 | -1.2 | -0.2 | -31.1 | -10.0 | 2.5 | 0.7
6	CCOc1ccccc1N(C)C(=O)c1sc2ncn(CC(=O)N3CCCCC3C)c(=O)c2c1C (centres undefined)
    11.5 | -6.9 | -6.3 | -3.3 | 4.3 | 2.8 | 24.8 | -6.8 | -0.8 | 8.7
7	CC(=O)Nc1cc(NC(C)=O)cc(C(=O)OCC(=O)c2ccc3c(c2)NC(=O)CO3)c1
    0.5 | -1.3 | -10.6 | 8.5 | -0.5 | -0.8 | 34.6 | -5.7 | -1.7 | 0.9
8	COc1ccc(C2(CNC(=O)c3cc([N+](=O)[O-])cc([N+](=O)[O-])c3)CCCC2)cc1OC
    6.1 | -16.5 | -14.6 | -13.0 | -0.1 | 0.1 | 12.3 | -8.4 | -3.2 | 3.5
9	O=C(NCCOc1nc(N2CCCCC2)nc(N2CCCCC2)n1)Nc1ccccc1
    -2.7 | 7.4 | 1.6 | -7.3 | -1.1 | -1.1 | 20.7 | -5.0 | -28.5 | .
10	COc1ccc(Nc2nc(-c3ccc4c(c3)NC(=O)CO4)cs2)cc1
    -0.9 | 2.4 | -9.8 | 14.5 | 4.7 | -1.6 | 43.5 | -20.4 | 11.0 | -1.1
11	O=C(CNC(=O)c1ccc2c(c1)OCCO2)N/N=C/c1ccco1
    -0.7 | -10.5 | -4.6 | -14.1 | 2.9 | 1.3 | 15.2 | -2.2 | 4.7 | -2.0
12	O=C(O)CCCNC(=O)c1cccc(C(=O)NCCCC(=O)O)n1
    2.3 | 10.0 | -10.6 | 4.1 | -0.1 | 1.1 | -34.7 | -0.1 | . | -1.3
13	COc1ccc(NS(=O)(=O)c2cc(-c3nnnn3C)ccc2OC)cc1
    6.2 | 0.8 | -16.0 | 8.4 | 1.6 | -0.9 | -1.5 | -1.5 | . | 2.3
14	COc1ccc(NC(=O)C2CCCN(S(=O)(=O)c3cccc4cccnc34)C2)c(OC)c1 (centres undefined)
    -0.6 | 1.5 | -2.7 | 9.9 | 6.3 | -0.2 | 11.8 | 0.9 | -0.5 | .
15	NS(=O)(=O)c1ccc(NC(=O)c2cc(-c3cc(Cl)ccc3O)n[nH]2)cc1
    0.1 | -0.3 | -10.8 | -2.5 | -1.4 | 0.5 | 42.4 | 37.9* | -1.5 | -0.8

(further entries)
Screens in order: HTR5A ag ctr | HTR5A inv ctr | PvdQ inh | MITF act | V-ATPase pHluor | CDK5 p35 inh | SR-BI HDL uptake | dFosB activator | Wnt act | NSD2 inh
16	COCCNC(=O)/C(C#N)=C/C(C)=C/c1ccccc1
    -2.3 | -13.5 | -11.4 | -3.7 | -0.6 | 1.2 | -1.4 | 0.1 | 3.9 | -1.7
17	CCN(CC)S(=O)(=O)c1cccc(C(=O)OCC(=O)Nc2ccccc2OC(F)F)c1
    3.7 | -10.2 | -7.6 | . | 5.5 | -0.8 | -0.2 | -4.1 | -9.9 | 26.7
18	COC(=O)c1sccc1-n1cccc1C(=O)C(=O)N1CCOCC1
    -4.9 | 12.1 | -9.4 | -6.8 | -3.2 | -0.8 | -36.9 | 3.7 | 2.5 | 16.3
19	CCOC(=O)C1CCN(Cc2cn[nH]c2-c2ccccc2)CC1
    -6.3 | 0.9 | -10.0 | 5.2 | -0.2 | 0.1 | -17.0 | 5.4 | . | 125.7*
20	COc1cccc(/C=N/NC(=O)c2nc(-c3ccccc3)cc(-c3ccccc3)n2)c1
    -0.2 | 0.6 | -6.9 | . | -0.8 | 0.9 | 80.7* | -13.8 | -2.3 | -1.9
21	COc1ccc(N(CC(=O)O)S(C)(=O)=O)cc1OC
    1.1 | -34.9 | 3.6 | . | 4.4 | -0.1 | -1.8 | -3.5 | . | -4.3
22	CN(c1ccccc1C(=O)Nc1ccc(F)c(F)c1)S(C)(=O)=O
    0.0 | -0.1 | -3.5 | 7.7 | 3.9 | 2.1 | ? | 2.3 | 0.3 | -1.7
23	CC(=O)Nc1ccc(NC(=O)C(C)OC(=O)c2c(NC(C)=O)sc(C)c2C)cc1 (centres undefined)
    -5.2 | 5.2 | -6.0 | -2.7 | . | 2.3 | ? | -9.0 | -3.2 | -0.8
24	O=c1sc(Nc2ccccc2)nc2ccccc12
    1.2 | 19.4 | -12.2 | -13.5 | -0.4 | 1.6 | -27.1 | -0.9 | -0.2 | .
25	CC(C)(C)N(Cc1ccccc1)C(=O)CCc1ccccc1
    -3.2 | 10.6 | 2.3 | -1.8 | -4.5 | -2.0 | 0.8 | -5.8 | . | -0.9
26	CCn1nc(C)cc1C(=O)Sc1ccc(Cl)cc1Cl
    -1.8 | -21.6 | -11.3 | . | 0.5 | -0.1 | 8.7 | -1.0 | -2.6 | 1.9
27	CS(=O)(=O)N1CCc2cc(C(=O)Nc3cccc([N+](=O)[O-])c3)ccc21
    -3.5 | 13.3 | -20.1 | . | -1.2 | 0.3 | 68.2 | -2.2 | 2.4 | 1.9
28	C[C@@H]1COC(=O)[C@@H](CC(=O)OC(C)(C)C)C/C=C\C[C@@H](CC(=O)NCCO)C(=O)N1
    -2.2 | 8.3 | -13.1 | 2.5 | 0.8 | 1.0 | -2.2 | 6.7 | 1.8 | .
29	Cc1c(Cl)c(C(=O)NNC(=S)Nc2ccccc2)nn1C
    -0.2 | 11.4 | -13.1 | 17.7 | 2.3 | -0.6 | 1.1 | 4.8 | . | 0.8
30	COc1ccc(C(=O)Nc2sc(C)c(C)c2CN2CCOCC2)cc1
    -0.1 | 0.1 | -8.3 | 36.4 | -3.5 | -1.0 | 34.8 | 2.6 | 7.3 | 3.7

Continued.
Screens in order: HTR5A ag ctr | HTR5A inv ctr | PvdQ inh | MITF act | V-ATPase pHluor | CDK5 p35 inh | SR-BI HDL uptake | dFosB activator | Wnt act | NSD2 inh
31	CCOC(=O)C(=O)N=Nc1c(O)[nH]c2ccccc12
    -1.6 | -11.4 | 14.0 | -7.9 | -1.6 | 1.1 | -20.1 | -5.1 | . | 1.4
32	CCc1nc2n[nH]c(N)c2c2c1CSC(C)(C)C2
    -3.1 | -20.8 | -4.8 | -4.9 | 2.6 | 0.0 | -7.2 | 1.4 | -0.3 | 7.0
33	CC1CN(CC(O)COCc2ccc3c(c2)OCO3)CC(C)O1 (centres undefined)
    2.5 | -8.2 | -15.5 | -0.7 | -5.1 | -4.6 | 2.5 | 1.0 | -4.0 | -1.4
34	CCOC(=O)C1CCCN(C(=O)c2ccc(OCC)cc2)C1 (centres undefined)
    0.3 | 15.1 | -8.8 | 2.6 | 3.7 | 0.3 | -10.7 | -6.1 | -6.1 | -2.3
35	CCC(c1nnnn1Cc1ccco1)N(CCc1ccccc1)Cc1cc2cc(C)ccc2[nH]c1=O (centres undefined)
    2.8 | -6.6 | -17.7 | -7.0 | 0.4 | -0.3 | 1.2 | -27.5 | . | -3.1
36	COc1cc(C(=O)NCc2nnc(SCC(=O)N3CCOCC3)o2)cc(OC)c1OC
    0.4 | 32.1 | -8.8 | -7.5 | 15.8* | 0.2 | -25.8 | -8.5 | -1.7 | -3.3
37	COc1ccc(S(=O)(=O)N2CCOCC2)cc1NC(=O)C1COc2ccccc2O1 (centres undefined)
    4.9 | -11.9 | 1.5 | 10.0 | 2.6 | 1.7 | 20.1 | -7.2 | -0.4 | -1.1
38	CN(C)C(=O)CSc1nnc(Cc2ccc3c(c2)OCO3)o1
    -1.2 | 3.4 | 2.6 | 4.0 | 0.8 | -2.2 | -29.9 | -1.0 | -0.6 | -2.6
39	O=C(NCCO)C(=O)NCC1OCCCN1S(=O)(=O)c1cc(F)ccc1F (centres undefined)
    -0.2 | 0.4 | -1.1 | 1.2 | 1.4 | 1.6 | 4.1 | -5.4 | -2.3 | -1.5
40	O=[N+]([O-])c1ccc(Cl)c(-c2ccc(/C=N/n3cnnc3)o2)c1
    -2.4 | 8.5 | 11.6 | -7.8 | 0.8 | 0.9 | -9.3 | -3.4 | 1.5 | 3.4
41	O=C(Nc1n[nH]c(=S)s1)c1ccc2ccccc2c1
    1.9 | 3.3 | 6.5 | 48.1 | -0.8 | 2.7 | 37.7 | -13.4 | 23.0 | 4.1
42	NC(=O)C1(Nc2ccc([N+](=O)[O-])cc2)CCCC1
    1.7 | -6.9 | -2.8 | 10.1 | 2.7 | -1.5 | 13.2 | 8.8 | -2.0 | -2.8
43	CCN1CCN(C(=O)C(C)Nc2ccc(OC)cc2OC)CC1 (centres undefined)
    0.0 | 0.0 | 1.9 | -3.7 | -2.9 | 0.8 | 6.8 | -3.4 | 1.9 | 13.9
44	COC(=O)c1scc(C)c1-n1ccc(C(=O)C(=O)N(C)C)c1
    6.5 | -16.9 | -5.1 | 1.5 | 3.6 | 0.3 | -10.0 | 1.7 | -2.4 | -3.3
45	COc1ccc(/C(C)=N/Nc2nc3ccccc3nc2C)cc1OC
    -1.0 | -5.7 | 12.7 | 73.1 | -3.9 | 0.8 | 32.3 | -9.8 | 5.3 | 8.6
46	CCOCCCn1c(=S)[nH]c2cc(C(=O)N3CCN(C)CC3)ccc2c1=O
    0.3 | 1.1 | -12.3 | . | 4.5 | 0.6 | -4.3 | -5.3 | . | 14.4
47	O=C(COc1ccc(F)cc1)NCCNC(=O)COc1ccc(F)cc1
    -1.2 | 3.3 | -9.0 | 3.4 | 0.5 | 1.1 | -9.4 | -6.8 | 6.0 | 1.1
48	COC(=O)C1=C(C)N=C2SC(C)C(=O)N2C1/C=C/c1ccccc1 (centres undefined)
    -5.2 | 15.9 | -12.7 | . | -4.7 | -0.2 | 7.2 | -10.8 | -7.1 | 2.0

Screens from PubChem.
